Source: PubChem BioAssay
AMA1-RON2 inh – disrupts binding of P. falciparum AMA1 to RON2; AlphaScreen AMA1-biotinylated RON2 peptide binding; Potency, µM (series often up to 58.2 µM), for the others: at the highest dose activity change, negative = inhibition, usual class: inhibitors; 360,000 compounds, 0.2% hits;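 note: potency is the fitted concentration of half-maximal effect; 0% = vehicle wells and -100% = peptide control; nearly all actives have a fitted effect of over 45% in size; some results filed as inactive show a strong effect at the top dose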
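AMA1 (3D7) with his tag at 25 nM final met compounds first, then biotinylated RON2 peptide at 25 nM; detection used donor plus acceptor beads, 10 µg/mL apiece, read by AlphaScreen after 30 min at room temperature.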
HCMV inh – human cytomegalovirus inhibition | HFF cells, HCMV-luciferase reporter, 72 h; hits give low values | activity change, negative = inhibition, % at 57.5 µM | 410,000 compounds, 4.5% hits; in the data active = activity change below about -60%; inconclusive = no clear call, values can overlap the other calls; inactive = above about -39%
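Screen run at 2 compound doses on HFFs infected with reporter HCMV, MOI 1 PFU/cell. Luciferase activity from cell lysates at 72 h post infection gave inhibition relative to buffer-only and Salinomycin wells.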
AmpC detergent – inhibitors of E. coli AmpC beta-lactamase with detergent. AmpC hydrolysis of nitrocefin, absorbance 480 nm, 0.01% Triton. Potency, µM (series often up to 114 µM), for inactives: at the highest dose activity change, negative = inhibition, most hits filed as inhibitors. 370,000 compounds, 0.041% hits. AID 485294;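 note: potency is the fitted concentration of half-maximal effect; 0% = no-compound wells and -100% = no-enzyme wells; nearly all actives have a fitted effect of over 25% in size; some results filed as inactive show a strong effect at the top dose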
Target sequence (P00811 whole entry, looked up): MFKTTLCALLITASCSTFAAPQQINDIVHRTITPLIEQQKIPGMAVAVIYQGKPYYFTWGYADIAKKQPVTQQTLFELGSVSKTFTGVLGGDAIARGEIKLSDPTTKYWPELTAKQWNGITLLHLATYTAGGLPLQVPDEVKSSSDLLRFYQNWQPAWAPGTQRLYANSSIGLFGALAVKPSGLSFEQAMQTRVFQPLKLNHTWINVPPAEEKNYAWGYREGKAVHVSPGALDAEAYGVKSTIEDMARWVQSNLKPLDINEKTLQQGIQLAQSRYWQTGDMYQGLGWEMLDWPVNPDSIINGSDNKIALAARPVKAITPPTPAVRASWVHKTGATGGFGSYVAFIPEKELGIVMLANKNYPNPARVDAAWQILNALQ
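20 mM phosphate pH 7.0 + 0.01% (detergent screen) or 0.0001% Triton X-100; 5.3 nM AmpC reagent; cpd preinc 15 min RT; nitrocefin (800 uM stock) to start; A480 q20 s × 4 min; Activity was normalised to no-enzyme and no-compound control wells.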
Tb PYK inh – inhibitors of Trypanosoma brucei pyruvate kinase | 410,000 compounds, 0.12% hits | Q57TT1 | TbPYK enzyme, Kinase-Glo Plus ATP luminescence, 45 min | Potency, µM (highest dose often 76.8 µM), inactives show at the top dose activity, negative = inhibition, actives largely listed as inhibitors | AID 624173; note: potency is the fitted concentration of half-maximal effect; nearly all actives have a fitted effect of over 50% in size
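ADP (130 uM final) triggers the TbPYK reaction after compound addition; incubation is 45 min at room temperature. Kinase-Glo Plus is then added and luminescence imaged. Normalized data are fitted to concentration-effect curves.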
HCV inhibitor – blocks hepatitis C virus | Huh7.5.1 HCVcc-Cre infection, luciferase reporter, 44 h | Potency, µM (top dose mostly 41.8 µM), inactives show at the highest dose activity change, negative = inhibition, actives largely listed as inhibitors | 340,000 compounds, 3.4% hits; note: potency is the fitted concentration of half-maximal effect
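A cell-based infection assay in which seeded cells (1,000 per well) receive test compound after 4 h, are inoculated with HCVcc-Cre at approximately 0.5 moi, and are incubated 44 h before luminescence detection.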
AmpC inh no detg – inhibitors of E. coli AmpC beta-lactamase without detergent; 330,000 compounds, 0.52% hits; Potency, µM (top dose mostly 57.1 µM), for inactives: at the top dose activity change, negative = inhibition, most hits filed as inhibitors; AID 485341; P00811; AmpC nitrocefin hydrolysis, absorbance 480 nm, 0.0001% Triton;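 note: potency is the fitted concentration of half-maximal effect; plate controls were no compound for no effect and no enzyme for full effect; nearly all actives have a fitted effect of over 20% in size; some results filed as inactive show a strong effect at the top dose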
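20 mM phosphate pH 7.0 + 0.01% (detergent screen) or 0.0001% Triton X-100; 5.3 nM AmpC reagent; cpd preinc 15 min RT; nitrocefin (800 uM stock) to start; A480 q20 s × 4 min; Activity was normalised to no-enzyme and no-compound control wells.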
LmPK inhibitor – LmPK (Leishmania mexicana) enzyme inhibition; Q27686; purified LmPK, Kinase-Glo ATP luminescence, 1 h; Potency, µM (top dose mostly 57.5 µM), without a hit: at the highest dose activity change, negative = inhibition, actives largely listed as inhibitors; 290,000 compounds, 0.37% hits; AID 1721; note: potency is the fitted concentration of half-maximal effect
Target sequence (Q27686 whole entry, looked up): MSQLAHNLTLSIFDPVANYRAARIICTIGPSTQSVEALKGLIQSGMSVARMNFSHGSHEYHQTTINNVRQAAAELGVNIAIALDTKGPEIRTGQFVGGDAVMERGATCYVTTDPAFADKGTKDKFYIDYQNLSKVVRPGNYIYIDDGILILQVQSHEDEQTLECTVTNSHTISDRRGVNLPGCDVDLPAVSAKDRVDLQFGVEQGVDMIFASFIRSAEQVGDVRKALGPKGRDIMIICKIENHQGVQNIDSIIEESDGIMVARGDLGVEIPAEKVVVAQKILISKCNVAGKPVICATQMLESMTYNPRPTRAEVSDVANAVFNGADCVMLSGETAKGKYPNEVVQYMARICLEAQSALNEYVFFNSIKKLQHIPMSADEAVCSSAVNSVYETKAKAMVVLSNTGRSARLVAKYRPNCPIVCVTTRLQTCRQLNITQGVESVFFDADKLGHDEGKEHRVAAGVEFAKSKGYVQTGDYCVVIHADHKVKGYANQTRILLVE
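Screened at intermediate enzyme activity to detect both inhibitors and activators: LmPK at 0.1 nM, with a 0.5 nM enzyme column as activation reference. PEP 0.5 mM, ADP 0.1 mM; ATP detected by luminescence after 1 h.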
* = called active by the depositor; u = inconclusive; x = no result given; & = joins results of further samples; [ ] = another dose, or the depositor's remark. Unless noted, calls come from the whole dose curve; as a rule, active = well fitted curve in the direction sought with a large enough effect; inconclusive = small, poorly fitted or top-dose-only effect, or another doubt; inactive = no such curve, though single readings can be large; an effect the other way counts as inactive or inconclusive. Unless noted, % is set by controls: 0 for no effect and ±100 for the full control effect.

Values in the order: AMA1-RON2 inh, HCMV inh, AmpC detergent, Tb PYK inh, HCV inhibitor, AmpC inh no detg, LmPK inhibitor
> CCc1cc(/C(Cc2csc(C)n2)=N/O)c(O)cc1O
→ 0%, -38, -13%, -3%, u, -38%, -3%
> O=c1c2ccccc2nc2n1C(CSc1ccccc1)CS2 (stereo not drawn)
→ -10%, -31, -3%, -1%, 17%, -6%[2.29 µM], 1%
> Cc1ccc(C(=O)OC(C)C(=O)NCc2ccc3c(c2)OCO3)cc1S(=O)(=O)N1CCOCC1 (stereo not drawn)
→ -29%, -1, u, 9%, 25%, 32%, -6%
> C=CCn1c(SCC(=O)c2ccc(CNC(C)=O)o2)nc2scc(C3CC3)c2c1=O
→ 58%[activator], -16, 6%, -4%, u, 57%, 14%
> Cc1ccc(-c2nc3cnccn3c2Nc2ccc3c(c2)OCCO3)o1
→ -2%, 73, 4%, -3%, -6%, -2%, -2%
> CSCC[C@H](NC(=O)N1C[C@H]2C[C@@H](C1)c1cccc(=O)n1C2)C(=O)Nc1ccc(NC(C)=O)cc1
→ 4%, 53, -10%, -5%, u, -13%, 2%
> O=C(COC(=O)c1cccc(NC(=O)c2ccc(Br)cc2)c1)c1ccc(Cl)cc1
→ x, 29, -3%, -5%, x, x, x
> O=C(NCc1ccc2c(c1)OCO2)C(c1ccco1)N(C(=O)c1csnn1)c1ccccc1 (stereo not drawn)
→ 0%, -24, u, 6%, 10%, -31%, -4%
> COCCN(CCOC)c1ncnc2c1c(-c1ccccc1)cn2-c1ccc(C)c(Cl)c1
→ x, u, -5%, -1%, x, x, x
> CCOc1ccc(S(=O)(=O)N(CC(=O)NCCSc2ccccc2)c2ccccc2)cc1
→ x, u, 0%, 2%, x, x, x
> COc1ccccc1Cn1c(=O)[nH]c2cccnc21
→ 9%, 17, u, 4%, -18%, -16%, -1%
> Cc1ccccc1OCCNC(=O)CNC(=O)c1ccccc1O
→ -6%, 25, -3%, 6%, 16%, -44%, -4%
> O=C(CCNC(=O)N1CCn2c1nc1ccccc12)NCc1ccc(Cl)cc1
→ -12%, -24, -9%, -1%, -13%, 86%[activator], 2%
> Cc1cccc(OCC(=O)Nc2cccc3nsnc23)c1
→ 20%, u, -9%, 0%, -11%, -23%, 8%
> COc1ccc(C(=O)CSc2nc3cc(C(=O)NC4CCCC4)ccc3c(=O)n2CC2CCCO2)cc1 (stereo not drawn)
→ x, 5, 5%, -4%, x, x, x
> O=S(=O)(c1cc(F)ccc1F)N1CCN(c2ncccn2)CC1
→ -3%, -19, u, 3%, 4%, -11%, 2%
> COc1cccc([C@@H]2CC=C(C(=O)O)[C@H](c3ccc(Br)cc3)N2S(=O)(=O)c2ccc(C)cc2)c1
→ -11%, 2, x, 2%, -3%, -11%, x
> CC(C)(C)n1nc2c(c1NC(=O)c1cc3ccccc3o1)CS(=O)(=O)C2
→ -7%, -26, 2%, -2%, 8%, -11%, 1%
> C=CCn1c(O)c(C=NCCN2CCOCC2)c(=O)[nH]c1=S
→ 26%, 70, 3%, 3%, 13%, -3%, -4%
> CCOC(=O)N1CCN(c2c(NCCCN(CC)CC)c(=O)c2=O)CC1
→ -23%, -13, -19%, 5%, 9%, -8%, 3%
> N#Cc1c(C(F)(F)F)cc(-c2ccccc2)nc1SCc1nc(N)nc(N2CCOCC2)n1
→ 13%, u, 0%, 0%, 5%, -27%, -6%
> Cc1cc(C)c(C)c(S(=O)(=O)N2CCC(C(=O)N3CCCC3)CC2)c1C
→ -2%, u, 5%, 7%, 12%, 143%[activator], x
> CC(C)(C)c1ccc(OC(=O)c2cccnc2)cc1
→ 18%, -12, 1%, -9%, 5%, 24%, 0%
> COc1cc(C)c(NC(=O)C(=S)NCCc2ccccc2)cc1C
→ 47%[activator], u, u, u, u, -32%, 0%
> N#CCCN1CCN(CCC#N)CC1
→ 11%, 15, u, 3%, 1%, -7%, -1%
> C=CCn1c(Cc2cccs2)nnc1SCC(=O)NCc1ccco1
→ -4%, -4, u, 0%, 19%&21%, -5%, 8%
> COc1cc(C)c(C)cc1S(=O)(=O)N1CCCc2ccccc21
→ 3%, 5, 0%, 1%, -27%, -9%, 4%
> Cc1cc(/C=N/NC(N)=O)c(C)n1-c1ccc(F)cc1
→ 7%, 73, -4%, -3%, 7%, -8%, -2%
> COc1ccc(OC)c(CCNC(=O)Cn2nc(C)n3c(cc4sccc43)c2=O)c1
→ x, 0, 25%, 0%, x, x, x
> O=[N+]([O-])c1ccccc1Nc1nc(-c2cccnc2)cs1
→ u, 57, -11%, -2%, u, -11%, 4%

Two entries drawn at random from the list so far:
Values in the order: AMA1-RON2 inh, HCMV inh, AmpC detergent, Tb PYK inh, HCV inhibitor, AmpC inh no detg, LmPK inhibitor
> O=C(NCc1ccc2c(c1)OCO2)C(c1ccco1)N(C(=O)c1csnn1)c1ccccc1 (stereo not drawn)
→ 0%, -24, u, 6%, 10%, -31%, -4%
> Cc1ccccc1OCCNC(=O)CNC(=O)c1ccccc1O
→ -6%, 25, -3%, 6%, 16%, -44%, -4%

Structural class: those above with an aryl methoxy group.
Values in the order: AMA1-RON2 inh, HCMV inh, AmpC detergent, Tb PYK inh, HCV inhibitor, AmpC inh no detg, LmPK inhibitor
> COc1ccccc1Cn1c(=O)[nH]c2cccnc21
→ 9%, 17, u, 4%, -18%, -16%, -1%
> COc1ccc(C(=O)CSc2nc3cc(C(=O)NC4CCCC4)ccc3c(=O)n2CC2CCCO2)cc1 (stereo not drawn)
→ x, 5, 5%, -4%, x, x, x
> COc1cccc([C@@H]2CC=C(C(=O)O)[C@H](c3ccc(Br)cc3)N2S(=O)(=O)c2ccc(C)cc2)c1
→ -11%, 2, x, 2%, -3%, -11%, x
> COc1cc(C)c(NC(=O)C(=S)NCCc2ccccc2)cc1C
→ 47%[activator], u, u, u, u, -32%, 0%
> COc1cc(C)c(C)cc1S(=O)(=O)N1CCCc2ccccc21
→ 3%, 5, 0%, 1%, -27%, -9%, 4%
> COc1ccc(OC)c(CCNC(=O)Cn2nc(C)n3c(cc4sccc43)c2=O)c1
→ x, 0, 25%, 0%, x, x, x

Next part:
Values in the order: AMA1-RON2 inh, HCMV inh, AmpC detergent, Tb PYK inh, HCV inhibitor, AmpC inh no detg, LmPK inhibitor
> CC(C)(C)OC(=O)C1=CC[C@@H](c2ccc(Cl)c(Cl)c2)N(S(=O)(=O)c2ccc(F)cc2)[C@H]1c1cccc(F)c1
→ -1%, -64*, x, -2%, x, x, x
> COc1ccc(N2CC(C(=O)NC3CCSC3=O)CC2=O)cc1 (stereo not drawn)
→ -2%, 39, -4%, 1%, 19%, -24%, 4%
> NC(=O)CCn1nc(-c2ccccc2)c2ccccc2c1=O
→ -2%, -10, -5%, 5%, 6%, -2%, 5%
> CC(C)OCCCNC(=O)CN1C(=O)/C(=C/c2ccccc2)Sc2ccccc21
→ -10%, -24, -9%, 2%, u, 166%[activator], -1%
> Cc1cccc(N2C(=O)C(O)=C(C(=O)c3cccs3)C2c2ccc(C(C)C)cc2)n1 (stereo not drawn)
→ 23%, 7, 2%, 0%, -24%, -44%, 0%
> O=C(NCCc1ccccc1)[C@@H]1CC=C[C@@H]2CCN(Cc3ccccc3)C(=O)[C@@H]21
→ 6%, 28, x, -6%, u, x, x
> CN1CCN(S(=O)(=O)Cc2ccc(Cl)cc2)CC1
→ -1%, -7, 7%, 2%, -5%, -14%, 0%
> CC(=O)N(C)c1ccc(NC(=O)/C=C/c2ccccc2Cl)cc1
→ -4%, 101, 2%, -2%, u, 7%, 1%
> COC(=O)c1ccc(CSc2nnc(CS(=O)Cc3ccc(Br)cc3)n2-c2ccccc2)cc1 (stereo not drawn)
→ -11%, -17, -14%, -1%, 14µM*, 95%[activator], 4%
> CSc1nc(-c2ccc(N(C)C)cc2)c(C#N)c(=O)n1C
→ 37%[activator], 21, 0%, -1%, -1%, -2%, 1%
> O=C(Cn1c(-c2cccs2)cc2cc(F)ccc21)N1CCN(c2cccc(Cl)c2)CC1
→ x, -2, -2%, -7%, x, x, x
> COc1ccc(-c2nnc(SCC(=O)Oc3ccc(C)cc3)o2)cc1
→ -6%, 5, -8%, -1%, 1%, -27%, 0%
> O=c1cc(N2CCc3ccccc32)[nH]c(=O)n1-c1ccc(Cl)cc1
→ -8%, 36, 3%, 0%, 19%, -38%, 5%[11.5 µM]
> Cc1ccc2oc(=O)n(CCNC(=O)Nc3ccc(C)c(F)c3)c2c1
→ x, 47, 14%, -1%, x, x, x
> CS(=O)(=O)N1CCc2cc(C(=O)OCC(=O)c3ccccc3)ccc21
→ 6%, 36, -2%, -1%, -3%, 2%, 7%
> COc1cccc(-c2oc3ccc(C)cc3c(=O)c2O)c1
→ x, 27, 30%, 0%, x, x, x
> Cc1nc(SCC(=O)N2CCCCCC2)c2c(=O)n(C)c(=O)n(CC(C)C)c2n1
→ 0%, 0, x, 9%, u, x, x
> Cc1ccccc1CNC(=O)c1cnc2sc(N3CCC(C)CC3)nn2c1=O
→ x, 4, 4%, 4%, x, x, x
> CC1=NN(C(=O)c2ccccc2)C(O)(c2ccc(Br)cc2)C1 (stereo not drawn)
→ 7%, 8, -4%, -4%, u, -24%, 0%
> O=C(Nc1nnc([C@@H]2C[C@H](O)[C@@H](CO)O2)s1)Nc1ccccc1F
→ 3%, 15, x, 2%, x, x, x
> COc1ccc(CNC(=O)CS(=O)Cc2nc(-c3ccc(OC)c(OC)c3)oc2C)cc1 (stereo not drawn)
→ 5%, 12&0, 1%&10%, -3%&-1%, -4%, 89%[activator], -1%
> COc1ccc2[nH]c(=O)c(CN(Cc3nnnn3Cc3ccccc3)CC3CCCO3)cc2c1 (stereo not drawn)
→ 18%, -6, -11%, -1%, -8%, 15%, 1%
> CC(C)[C@H](Nc1ccc(S(=O)(=O)N2CCOCC2)cc1[N+](=O)[O-])C(=O)OCC(=O)N(C(C)C)C(C)C
→ -4%, 15, -7%, -15%, u, 227%[activator], 1%
> Cc1ccc(C)c(NC(=O)Cn2c(=O)n(Cc3ccc4c(c3)OCO4)c(=O)c3ccccc32)c1
→ x, 6, 4%, -2%, x, x, x
> COc1ccccc1Cc1c(-c2ccccc2)nc2ccc(Br)cn12
→ -14%, 36, x, 2%, x, x, x
> Cc1cccc(NC(=O)C2CCN(C(=O)NC3CCCCC3)CC2)c1
→ 3%, 5, -3%, -2%, -6%, -6%, -4%
> CCC(=O)N1c2ccc(S(=O)(=O)CCC(=O)NCc3ccc(OC)cc3)cc2CC1C (stereo not drawn)
→ x, 7, -2%, 0%, x, x, x
